# Bioassay records: PubChem, several laboratories
# H9c2 protect: modulators protecting cardiomyocytes from myocardial damage. H9c2 cardiomyocytes, H2O2 injury protection, ATPLite, 2 h. protection from H2O2 cell death, % at 20 µM. actives 0.63% (n = 360,000);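 active means compounds giving at least 50% protection of heart cells from peroxide-induced death in the single-dose screen, raw or plate-pattern-corrected value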;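 further: 0% = DMSO wells with peroxide and 100% = DMSO wells without peroxide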
# MC4R antagonist: blocks human MC4R cAMP signaling; P32245; actives 0.48% (n = 360,000); MC4R-expressing cells, MTII-stimulated cAMP, LANCE TR-FRET; inhibition, % at 6.5 µM; AID 540295;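 active means inhibition above its plate's cutoff, the mean of tested wells on that plate plus 3 SD, cut at about 29% in these data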;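 further: 0% = Melanotan II alone and 100% = Melanotan II plus saturating MCL0020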
#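 Material: human MC4R-expressing U2OS cells. Probe or stimulus: Melanotan II challenge. Dosing: 6.5 µM single dose. Times: 30-min compound, 1-h challenge, 1-h detection, room temperature. Technique: TR-FRET with Eu-cAMP and labeled anti-cAMP, 671 nm. Replication: singlicate.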
# MC4R ag barr: agonists of human melanocortin 4 receptor (MC4R) beta-arrestin | AID 540308 | activation, % at 8.9 µM | actives 0.98% (n = 360,000) | U2OS MC4R beta-arrestin complementation, luminescence; percent of melanotan II response, DMSO zero;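 active means activation above a per-plate cutoff, the mean activation of sample wells on that plate plus 3 SD, cut at about 8% in these data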
# ABCB6 inh MLPCN: blocks the human ABCB6 transporter | Q9NP58 | K562-ABCB6 porphyrin accumulation, flow cytometry, 1 h; hits give low values | AID 602162 | fluorescence ratio to DMSO, % at 10 µM | actives 0.19% (n = 360,000);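 active means fluorescence ratio to DMSO below 75%, the collection mean minus 3 SD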;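 further: signal is porphyrin accumulated inside mitochondria; 100% equals median channel fluorescence of DMSO control wells; lower ratio means ABCB6 inhibition with less porphyrin fluorescence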
# N-glyco inh: blocks N-linked glycosylation in D54 reporter cells; D54 ERlucT glycosylation luciferase reporter, 24 h; percent of 100 nM tunicamycin response; AID 588692; reporter increase, % at 12.5 µM; actives 0.23% (n = 360,000);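 active means mean luciferase reporter signal, scaled so untreated is 0 and the glycosylation-blocking control 100, at or above a set limit in every replicate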;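 further: luciferase carries N-glycosylation sites so blocking glycosylation raises the light; 0% = median of neutral control wells and 100% = median of 100 nM tunicamycin wells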
# ABHD5-PLIN5 inh: ABHD5-PLIN5 protein interaction inhibition; Q00G26+Q8WTS1; Split G. princeps luciferase complementation, luminescence, 4 h; inhibition, % at 4 µM; actives 0.78% (n = 360,000); AID 602281;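 active means inhibition above the mean inhibition across every tested compound plus 3 SD, cut at about 22% in these data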;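 further: 0% = DMSO only wells and the 100% control is not disclosed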
# Target sequence (Q00G26 whole entry, looked up): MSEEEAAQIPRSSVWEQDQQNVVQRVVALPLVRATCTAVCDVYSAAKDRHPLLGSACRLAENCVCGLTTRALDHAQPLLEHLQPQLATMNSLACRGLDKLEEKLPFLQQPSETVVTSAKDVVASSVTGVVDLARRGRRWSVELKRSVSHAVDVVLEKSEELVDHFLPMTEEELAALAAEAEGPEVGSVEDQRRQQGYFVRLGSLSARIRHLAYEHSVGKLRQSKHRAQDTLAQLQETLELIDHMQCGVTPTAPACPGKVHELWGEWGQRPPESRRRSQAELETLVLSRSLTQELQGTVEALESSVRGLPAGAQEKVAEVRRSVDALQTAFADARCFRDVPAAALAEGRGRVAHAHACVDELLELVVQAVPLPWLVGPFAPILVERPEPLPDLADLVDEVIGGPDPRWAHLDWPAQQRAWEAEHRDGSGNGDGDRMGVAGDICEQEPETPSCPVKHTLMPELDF
# Target sequence (Q8WTS1 whole entry, looked up): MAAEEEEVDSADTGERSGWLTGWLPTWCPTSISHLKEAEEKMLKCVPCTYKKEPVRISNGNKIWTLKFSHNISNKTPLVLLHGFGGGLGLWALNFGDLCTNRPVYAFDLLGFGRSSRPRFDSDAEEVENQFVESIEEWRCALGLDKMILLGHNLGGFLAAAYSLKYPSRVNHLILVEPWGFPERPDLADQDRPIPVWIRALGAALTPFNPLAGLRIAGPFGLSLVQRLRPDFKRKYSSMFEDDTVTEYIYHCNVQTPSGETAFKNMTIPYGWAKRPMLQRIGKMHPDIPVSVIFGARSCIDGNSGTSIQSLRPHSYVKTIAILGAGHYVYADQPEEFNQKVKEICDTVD
# HTR2A ag: agonists of mouse serotonin 5-HT2A receptor (HTR2A) | CHO-K1 mHTR2A beta-arrestin complementation, luminescence; percent of 30 µM serotonin response | activation, % at 7.6 µM | actives 0.66% (n = 360,000);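 active means activation above a run cutoff, the mean activation of all tested compounds plus 3 SD, cut at about 14% in these data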;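 further: 0% = plate median of compound wells and 100% = 30 µM serotonin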
# Exocytosis inh: lytic granule exocytosis inhibition; TALL-104 LAMP-1 surface exposure, flow cytometry; cells stimulated with thapsigargin and PMA; inhibition, % at 10 µM; actives 0.66% (n = 360,000);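 active means inhibition above about 55%, limit read from the data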
# CaV13 ICDI inh: Primary screen for inhibitors of IQ motif and Ca2+-dependent inactivation inhibitor domain binding in CACNA1D, Förster resonance energy transfer in living cells, …; actives 0.098% (n = 340,000); inhibition, % at 12.3 µM; HEK cells, CFP/YFP FRET ICDI-IQ, plate reader, 10 min; percent FRET-ratio fall versus neutral wells;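 active means mean replicate inhibition of at least 30% and at least 1% of replicates passing that level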;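 further: 0% = median of the neutral control wells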
# PDI inh: PDI (human) enzyme inhibition | PDI insulin aggregation turbidity, A650, 90 min | inhibition, % at 10 µM | actives 0.052% (n = 350,000) | AID 588391;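 active means mean inhibition across replicates of 30% or more, whatever share of single replicates reach that level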;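 further: absorbance from insulin aggregation driven by PDI reduction with DTT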
# * = called active by the depositor; x = not tested or not shown.
SMILES,H9c2 protect,MC4R antagonist,MC4R ag barr,ABCB6 inh MLPCN,N-glyco inh,ABHD5-PLIN5 inh,HTR2A ag,Exocytosis inh,CaV13 ICDI inh,PDI inh
COc1cc(OC)c(OC)cc1CNC(=O)c1cc(=O)[nH]c2ccccc12,0,9,1.6,103,2,9,-10,-12,-5,4
CCOC(=O)[C@H]1[C@H]2COc3ccc(Cl)cc3[C@@H]2N2C(=O)CN(CC3CCCO3)C(=O)[C@@]12C (some centres not stated),3,9,0.8,113,3,-5,6,3,-11,8
Cc1cc(OCC(=O)NCCO)cc(C)c1Cl,3,12,0.0,92,4,3,0,-3,x,1
O=C1CNC(=O)N1CC(O)Cn1c2ccccc2c2ccccc21 (configuration not stated),-4,1,-3.2,95,1,6,-4,-8,9,-13
Cn1c(CN2CCOCC2)nnc1SCC(=O)NCCc1ccccc1,-2,-1,-1.4,98,1,-6,-2,1,-4,-1
COc1cc(C(=O)N/N=C2\CCS(=O)(=O)c3ccc(F)cc32)cc(OC)c1OC,2,10,-1.1,99,5,-4,4,-5,-3,4
COC(=O)Cn1c(=NC(=O)c2ccc(Cl)s2)sc2cc(C)ccc21,-10,3,-0.1,96,-2,-8,-3,-6,-3,-5
Fc1cccc(Cn2ccc(-c3ccc4c(c3)OCO4)n2)c1,-6,4,-1.3,101,-1,3,8,-10,-4,0
COc1cc(CN2CCSCC2)c([N+](=O)[O-])cc1OC,2,-3,-1.9,96,-1,-10,0,2,-3,7
CC(=O)N(C)c1ccc(NCc2cc(=O)oc3cc(C)c(O)cc23)cc1,6,-4,-2.2,95,10,0,-3,-1,-4,8
CCn1c(SCC(N)=O)nc2sc3c(c2c1=O)CCN(C)C3,0,-14,0.9,97,0,5,3,1,-22,-1
CCCCc1c(C)nn(-c2nnc3c4ccccc4n(C)c3n2)c1C,-17,9,7.9,99,-4,-1,5,12,x,-5
COCCNC(=S)N/N=C/c1ccc(N2CCOCC2)cc1,-4,2,-0.8,102,0,2,-1,1,-2,-2
N#Cc1c(NC(=O)CN2CCN(C(=O)c3ccco3)CC2)sc2c1CCCCC2,-16,18,5.9,98,-4,-4,-3,-3,-5,-1
COc1cc(/C=N/NC(=O)c2cccs2)ccc1O,-3,10,0.6,96,1,-1,-1,1,-2,4
Cc1ccc(CCNC(=O)CN2C(=O)COc3ccc(S(=O)(=O)N4CCC(C)CC4)cc32)cc1,0,5,-1.5,94,-3,5,-3,-5,-6,5
Cc1ccc(-c2nc(CSCC(=O)Nc3cc(C)on3)c(C)o2)cc1,-5,-3,-1.1,102,5,1,-1,16,-7,-13
COc1ccc(CCNC(=O)CSc2nnc(CNC(=O)c3ccco3)o2)cc1OC,3,-5,-2.6,88,0,-2,1,-4,-5,14
Cc1ccc(C2=CC(c3ccccc3)n3ncnc3N2)cc1 (configuration not stated),5,0,0.5,98,0,-4,-1,68*,-20,1
Cc1cc(C)cc(NC(=O)Nc2ccc3ccccc3n2)c1,-9,4,0.7,96,1,0,3,-12,-3,2

# Arranged by length of the SMILES (high to low): three of the compounds above.
SMILES,H9c2 protect,MC4R antagonist,MC4R ag barr,ABCB6 inh MLPCN,N-glyco inh,ABHD5-PLIN5 inh,HTR2A ag,Exocytosis inh,CaV13 ICDI inh,PDI inh
CCOC(=O)[C@H]1[C@H]2COc3ccc(Cl)cc3[C@@H]2N2C(=O)CN(CC3CCCO3)C(=O)[C@@]12C (some centres not stated),3,9,0.8,113,3,-5,6,3,-11,8
CCn1c(SCC(N)=O)nc2sc3c(c2c1=O)CCN(C)C3,0,-14,0.9,97,0,5,3,1,-22,-1
Cc1cc(C)cc(NC(=O)Nc2ccc3ccccc3n2)c1,-9,4,0.7,96,1,0,3,-12,-3,2

# More structures follow.
SMILES,H9c2 protect,MC4R antagonist,MC4R ag barr,ABCB6 inh MLPCN,N-glyco inh,ABHD5-PLIN5 inh,HTR2A ag,Exocytosis inh,CaV13 ICDI inh,PDI inh
O=C(NCC1CCN(Cc2ccc(F)cc2)CC1)Nc1cc(F)ccc1F,-7,2,0.3,109,-4,4,-3,46,-4,9
Cc1ccc(NC(=O)COC(=O)CCC(=O)c2ccc(C(C)(C)C)cc2)c([N+](=O)[O-])c1,-7,8,-0.9,94,0,-1,3,3,-4,2
CCOc1ccccc1NC(=O)C1CCCC1,0,-6,-0.3,94,3,-2,-1,11,-3,0
COc1ccc(C)cc1NC(=O)C(OC(=O)C1CC1)c1ccccc1 (configuration not stated),-1,10,-0.6,95,1,-3,-4,2,-2,4
CN(NC(=O)C1CC(=O)N(c2ccccc2)C1)C1=NS(=O)(=O)c2ccccc21 (configuration not stated),-1,-1,3.2,98,2,5,-5,5,-5,-3
Cc1ccnc(SC2CC(=O)N(c3ccc([N+](=O)[O-])cc3)C2=O)n1 (configuration not stated),1,-1,-1.1,99,3,3,0,22,-2,-3
CCN(CC)CCCN1C(=O)C(O)=C(C(=O)c2ccco2)C1c1ccc(C)o1 (configuration not stated),2,2,0.3,87,1,17,0,-4,-4,0
Cc1ccc(-c2nn(CCC(=O)O)cc2CCC(=O)O)cc1,-1,-1,-2.3,102,-2,5,-2,1,-7,2
CCCCc1c(C)nc2c(OC)cccc2c1SCCC(=O)O,-1,11,-0.3,102,2,1,3,-3,-5,0
FC(F)(F)c1ccc(N2CCOCC2)c(NC2=NCCCCC2)c1,19,3,-1.7,102,2,-6,3,-1,-5,-7
Cn1c(=O)c2c(nc(C3CC4C5CCC(C5)C4C3)n2C)n(C)c1=O (configuration not stated),4,17,4.8,95,8,-4,-2,-1,-2,-19
CC(C)(C)C(=O)O/N=C(\N)c1c(Cl)cccc1Cl,7,8,-1.9,96,1,-2,-3,1,-5,-1
CC(=O)Nc1nc2ccc(C(=O)NC3CCCCC3)cc2s1,0,7,-0.3,93,-2,5,-2,-1,0,-4
CSc1nc2ccccc2cc1/C=C(\C#N)c1cccc(C)c1,-26,-15,-0.7,90,6,49*,2,4,-2,-9
Cc1cc(NC(=O)CN2C(=O)NC(C)(CCc3ccccc3)C2=O)no1 (configuration not stated),4,3,-2.8,99,1,-5,-1,-1,-3,1
CC(Sc1ccccc1)C(=O)NN=C1CCN(C)CC1 (configuration not stated),6,5,-1.8,102,0,-4,-1,-1,-4,8
COc1ccc(C(Sc2ccccc2)c2ccccc2)cc1OC (configuration not stated),-6,11,0.7,98,0,-4,-1,-4,-5,9
COc1ccc(N(CC(=O)NCC2CCCO2)C(=O)CCC(=O)Nc2nccs2)c(OC)c1 (configuration not stated),1,3,-2.3,98,1,-11,-4,-4,-7,3
Cc1ccc(Nc2nc(C(=O)N3CCC(C(=O)NC(C)C)CC3)cs2)cc1,-1,1,1.4,95,-2,5,4,1,-4,5
CC1CCN(S(=O)(=O)c2ccc(NC(=O)CCNC(=O)c3ccc(Cl)cc3)cc2)CC1,-8,-2,-0.9,101,0,1,2,5,-7,1
Cc1sc2c(c1C)c(=O)n(-c1ccc(Cl)cc1)c(=O)n2Cc1cc(=O)n2ccccc2n1,2,8,4.4,101,1,-4,-1,-2,-3,-12
CCOc1ccccc1NS(=O)(=O)c1cc2c3c(c1)CC(=O)N3CCC2,-6,9,0.8,97,1,0,-4,1,-2,0
N=c1n(CCN2CCCC2)c2ccccc2n1CC(O)c1ccco1 (configuration not stated),0,-6,-2.8,79,-1,3,2,0,-4,5
O=C(Oc1ccccc1F)c1ccc2c(=O)n3c(nc2c1)CCC3,2,-5,-2.3,97,0,12,8,4,-16,-1
O=C(NCC(=O)N1CCN(c2ccccn2)CC1)c1ccc(Br)o1,0,11,-1.1,103,-1,3,-4,-4,-6,-11
CSCCC(NC(=O)c1ccco1)C(=O)OCC(=O)N(Cc1ccccc1)C(C)(C)C (configuration not stated),-2,14,-0.8,99,0,-3,10,-2,-16,10
CNC(=O)c1nc(C)n(-c2ccc(Cl)cc2Cl)n1,-2,2,-0.9,95,0,7,6,-4,-6,3
COc1ccccc1C(=O)Nc1sc2c(c1C#N)CCC2,-5,7,-1.2,96,0,-8,2,-5,x,8
CC12CCC(C(=O)N(CC(O)CN3CCN(Cc4ccccc4)CC3)C1=O)C2(C)C (configuration not stated),6,-2,-1.5,104,1,-7,-2,4,-5,-2
CCC(C)[C@H](NC(=O)[C@H](Cc1ccccc1)n1c(=O)[nH]c2ccccc2c1=O)C(=O)NCC1CCC(C(=O)O)CC1 (some centres not stated),-2,7,-1.3,102,0,-2,-3,-1,x,x
Cc1cc(C(=O)CSc2nnc(-c3ccccc3F)o2)c(C)n1Cc1cccs1,-16,2,2.6,95,0,3,3,-4,-6,8
O=C(NC(=S)Nc1ccc(F)cc1)C1CCCCC1,-9,3,-1.6,91,4,-6,-1,2,-8,-3
COc1ccc(/C=N/NC(=O)c2ccc(N(C)S(=O)(=O)c3ccccc3)cc2)c(OC)c1,-3,2,-0.9,97,-1,-6,-3,7,-4,6
C=CCC[C@@H](Cc1ccc(F)cc1)C(=O)OC[C@@H](Cc1ccccc1)NC(=O)[C@H](CC=C)CC(=O)NCCO,34,11,5.7,96,-1,13,8,14,-10,-1
CCOc1ccc(C(=O)NCc2cccs2)cc1,-12,-2,0.2,91,1,-2,2,2,-4,2
Cc1ccnc(NC(c2cccnc2)c2ccc3cccnc3c2O)c1 (configuration not stated),30,3,-4.3,94,4,14,-10,-1,0,0
CCOCCCN1C(=O)CN(C2CCCCCC2)C(=O)C1c1ccc(OC)cc1 (configuration not stated),4,3,-1.1,105,1,-8,-3,0,-10,7
Cn1nc(OCCOc2ccccc2)ccc1=O,5,12,-1.4,105,4,1,-4,-3,-7,9
O=C(Nc1nc(-c2cccs2)cs1)C1=COCCO1,-3,-5,-1.0,103,-3,-5,-6,0,17,-1
COc1ccc(NC(=O)CNc2cc(C)ccc2C)cc1S(=O)(=O)N1CCOCC1,-2,3,-1.9,91,0,14,-6,5,-3,-34
Cc1ccc2c(C)c(C(=O)N3CCCCC3CO)oc2c1C (configuration not stated),-2,-5,-1.3,92,-1,-6,2,-4,-3,12
CC(=O)NC1C(=O)N=C(SCC(=O)Nc2ccc(C(F)(F)F)cc2Cl)NC1=O (configuration not stated),12,4,-1.3,102,0,-7,0,0,3,-1
S=C(Nc1ccccc1)Nc1cc(Cl)ccc1Oc1ccccc1,-8,-1,0.4,90,-3,-11,1,3,-4,5
CN(C(=O)c1ccncc1)C1CC(C)(C)N(O)C(C)(C)C1,1,5,1.1,89,4,1,1,0,x,-2
O=C1c2ccccc2C(=O)c2c1cccc2N1CCOCC1,5,-15,-2.0,85,-4,4,0,-2,x,-1
Cn1nnnc1SCC(=O)NC(C)(C)C,17,10,0.7,93,1,4,1,0,x,10
CCn1cc(CNC(=O)c2ccc3nc(Cc4ccccc4F)oc3c2)cn1,-14,1,-2.7,96,-8,-4,-1,2,-4,7
CCCCCNC(=O)C1c2ccccc2Oc2ccccc21,-2,5,1.4,118,-3,1,6,6,-5,-29

# Rows are unselected. Share with any hit: about 4.2%.
